Screens as filed in PubChem BioAssay.
SENP7 inh – SENP7 protease inhibitors, primary screen, biochemical, luminescence, uHTS. Sentrin-specific protease 7 (Homo sapiens), Q9BQF6. recombinant SENP7, Z-RLRGG-aminoluciferin luminescence, 40 min. inhibition, % at 5 µM. hit rate 1.5% among 330,000. AID 434973, 2010;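 active = inhibition above about 50% at the single test dose, limit read from the data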;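 note: plate controls were DMSO with enzyme for no effect and no enzyme buffer wells for full effect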
SENP6 block – SENP6 protease inhibitors, primary screen, biochemical, luminescence, uHTS; inhibition, % at 10 µM; AID 2599, 2010; hit rate 1.8% among 330,000; Recombinant SENP6 catalytic domain, aminoluciferin luminescence; Sentrin-specific protease 6 (Homo sapiens), Q9GZR1;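 active = inhibition above about 50% at the single tested dose, limit read from the data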;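 note: plate controls were DMSO wells with enzyme for no effect and DMSO wells lacking enzyme for full effect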
Target sequence (Q9GZR1 628-1112 limits assumed): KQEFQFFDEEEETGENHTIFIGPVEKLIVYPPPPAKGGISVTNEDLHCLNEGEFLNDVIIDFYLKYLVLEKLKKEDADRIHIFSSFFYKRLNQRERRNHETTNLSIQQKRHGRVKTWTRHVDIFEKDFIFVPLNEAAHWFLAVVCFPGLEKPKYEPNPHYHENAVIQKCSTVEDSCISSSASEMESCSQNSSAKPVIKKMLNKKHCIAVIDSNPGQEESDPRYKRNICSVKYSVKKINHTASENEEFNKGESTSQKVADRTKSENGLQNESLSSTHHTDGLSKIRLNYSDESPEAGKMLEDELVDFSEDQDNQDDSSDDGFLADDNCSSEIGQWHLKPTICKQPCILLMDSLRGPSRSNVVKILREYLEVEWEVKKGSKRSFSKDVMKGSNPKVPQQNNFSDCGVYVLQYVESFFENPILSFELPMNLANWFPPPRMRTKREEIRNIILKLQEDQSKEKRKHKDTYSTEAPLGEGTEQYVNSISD
MIN6 prolif – inducers of MIN6 beta-cell proliferation, primary screen, ATP luminescence, uHTS; AID 2380, 2010; MIN6 cells proliferation, ATPlite luminescence, 48 h; cells starved in 0.2% serum; 100% = growth in 10% serum; proliferation, % at 10 µM; hit rate 0.29% among 330,000;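 active = compounds whose signal lies at least 3.5 SD above the mean of all wells on their plate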;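 note: 0% = DMSO-treated cells in low-serum medium and 100% = 10% serum control; some compounds called inactive have numbers as strong as hits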
SENP1 inh – human SENP1 catalytic domain inhibitors, primary screen, biochemical, FRET, uHTS; recombinant SENP1 catalytic domain, CyPet-SUMO1-YPet FRET cleavage; hit rate 0.21% among 360,000; inhibition, % at 10 µM; Sentrin-specific protease 1 (Homo sapiens), Q9P0U3;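 active = inhibition at least 30% at 10 µM, raw YFP signal under a set limit, fluorescence ratio 0.5 to 1.5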;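 note: 0% = enzyme with DMSO and 100% = no enzyme wells; some results filed as inactive read as strong as hits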
Target sequence (Q9P0U3 419-644 limits assumed): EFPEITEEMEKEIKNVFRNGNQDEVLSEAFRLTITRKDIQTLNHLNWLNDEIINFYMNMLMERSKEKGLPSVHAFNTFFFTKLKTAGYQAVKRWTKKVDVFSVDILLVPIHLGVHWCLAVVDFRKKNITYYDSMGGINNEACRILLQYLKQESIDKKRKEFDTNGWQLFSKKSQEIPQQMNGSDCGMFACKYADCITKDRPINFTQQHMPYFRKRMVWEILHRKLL
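Test system: recombinant human SENP1 catalytic domain, His6-tagged / Medium: pH 8 Tris buffer with EDTA, NaCl, BME, BSA, NP40, catalase / Also added: SUMO1 FRET substrate flanked by Cypet and Ypet, 25 nM / Times: 50 min reaction at room temperature / Signal: FRET, CFP and YFP emission / Control set: no-enzyme low control and enzyme-plus-DMSO high control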
SENP8 block-1 – SENP8 protease inhibitors, primary screen, biochemical, luminescence; AID 2540, 2010; Sentrin-specific protease 8 (Homo sapiens), Q96LD8; hit rate 1.2% among 330,000; inhibition, % at 10 µM; purified SENP8, Z-RLRGG-aminoluciferin cleavage; in the data active = inhibition above about 50%
Target sequence (Q96LD8 whole entry, looked up): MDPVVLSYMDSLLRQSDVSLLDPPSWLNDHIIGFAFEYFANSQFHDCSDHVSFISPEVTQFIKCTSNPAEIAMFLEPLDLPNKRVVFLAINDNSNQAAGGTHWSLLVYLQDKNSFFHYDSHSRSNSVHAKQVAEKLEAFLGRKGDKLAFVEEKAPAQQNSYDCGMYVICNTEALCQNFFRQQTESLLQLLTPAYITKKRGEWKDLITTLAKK
HKDC1 inhibitor – HKDC1 hexokinase inhibitors, primary screen, biochemical, fluorescence, uHTS; recombinant HKDC1, G6PDH/diaphorase resazurin coupled fluorescence; inhibition, % at 20 µM; AID 493160, 2011; Q2TB90; hit rate 0.16% among 340,000;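 active = inhibition above about 35% when tested at 20 µM, limit read from the data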;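 note: plate controls were DMSO wells with enzyme for no effect and DMSO wells lacking enzyme for full effect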
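Assay system – recombinant HKDC1 (HK5) hexokinase enzyme, produced in-house · Input – HKDC1 at 5 µg/mL · Reagent – glucose plus 1 mM ATP as hexokinase substrates · Timing – 90 min reaction incubation at room temperature, dark · Measured by – G6PDH/diaphorase-coupled fluorescence, 1 mM NADP, 100 µM resazurin, 525/613 nm · Benchmarks – DMSO-enzyme wells negative, buffer-substituted wells positive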
SENP8 block-2 – human SENP8 protease inhibitors, primary screen, biochemical, fluorescence, Nedd8 protein substrate, uHTS. AID 602440, 2012. recombinant SENP8. inhibition, % at 20 µM. hit rate 0.64% among 360,000; in the data active = inhibition mostly above about 40%, no sharp cut-off; inactive = mostly below about 27%
PfGluPho inh – PfG6PD enzyme inhibitors, primary screen, biochemical, fluorescence intensity, uHTS; glucose-6-phosphate dehydrogenase-6-phosphogluconolactonase (Plasmodium falciparum 3D7); PfGluPho enzyme, NADPH resazurin-diaphorase fluorescence; inhibition, % at 20 µM; hit rate 0.78% among 350,000;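 active = inhibition reaching at least a set limit at 20 µM in the primary screen, cut at about 59% in these data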;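 note: 0% = DMSO wells with substrate and 100% = DMSO wells lacking glucose-6-phosphate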
UBC13 inh – UBC13 polyubiquitin chain formation inhibitors, primary screen, biochemical, TR-FRET, uHTS. inhibition, % at 20 µM. hit rate 0.47% among 330,000. AID 485273, 2010; in the data active = inhibition above about 45%, passing the limit was not always enough
The depositor's hits bear a star; nt = no result given; & = joins results of further samples.

cpd | SMILES | SENP7 inh | SENP6 block | MIN6 prolif | SENP1 inh | SENP8 block-1 | HKDC1 inhibitor | SENP8 block-2 | PfGluPho inh | UBC13 inh
1 | O=C1N=C(N2CCCCC2)SC1=C1CCCC1 | -6 | -6 | -3 | 2 | -11 | -1 | 10 | -1 | -14
2 | COc1ccc(CN(C)C(=O)c2ccc(NS(=O)(=O)c3ccc(F)cc3)cc2)c(OC)c1OC | -5 | 5 | 2 | 0 | 4 | -5 | 11 | -9 | -6
3 | O=C(NCC1(N2CCCCC2)CCCCC1)c1ccc(NS(=O)(=O)c2ccc(F)cc2)cc1 | -8 | -10 | 1 | 1 | 3 | -7 | 4 | 0 | 7
4 | O=C1NCCN(CC2CCN(CC3CCCC3)CC2)C1=O | nt | nt | nt | -2 | nt | -6 | 6 | -9 | nt
5 | COc1ccc(S(=O)(=O)N(C)CC(=O)Nc2ccc3c(c2)OCO3)cc1OC | 7 | -5 | -3 | 0 | 2 | 1 | 9 | 9 | 0
6 | O=[N+]([O-])c1cn(Cc2ccc(Cl)cc2)cn1 | 15 | 9 | -1 | 2 | 0 | -10 | 9 | -30 | 1
7 | O=C(NCCN1CCCCC1)/C(=N\O)c1ccccc1 | 4 | -1 | 0 | 1 | -1 | 0 | 15 | -15 | -3
8 | CCCCCCc1ccc(OCC(=O)O)cc1OCC(=O)O | 2 | -28 | -4 | 1 | 0 | 6 | 1 | -30 | -2
9 | O=C(CSc1nnc(-c2cccnc2)n1Cc1ccco1)c1ccc(Cl)cc1 | 1 | 7 | 0 | 1 | 2 | -4 | 6 | 17 | 4
10 | CCOC(=O)NC(=O)/C(C#N)=N/Nc1c(F)cccc1F | 1 | 1 | -1 | 0 | 12 | -4 | 29 | 9 | -7
11 | COc1ccc(CC(=O)NCCS(=O)(=O)N2CCN(c3ccccc3OC)CC2)cc1 | -6 | -14 | -1 | -1 | -9 | 1 | 20 | -3 | 1
12 | Cc1ccc(S(=O)(=O)N/N=C/c2cnn(C)c2C)cc1 | -9 | -17 | -1 | 1 | -15 | 5 | 1 | -6 | -8
13 | Cc1ccc(NC(=O)COCC(=O)Nc2ccc(C)cc2)cc1 | -1 | 1 | 1 | 0 | -4 | -5 | 4 | 0 | 2
14 | COc1ccc(CCNC(=O)c2nn(C)cc2Cl)cc1 | -5 | -4 | -2 | 4 | -5 | 0 | 14 | -6 | -8
15 | COc1cc2c(cc1OC)C(COc1ccc([N+](=O)[O-])cc1)NCC2 (stereo not given) | 6 | 9 | -1 | -9 | 5 | -5 | -97 | 7 | 3
16 | COc1cc(/C=N/NC(=O)C23CC4CC(CC(C4)C2)C3)cc(Br)c1O | 2 | -5 | 1 | 0 | 2 | -8 | -164 | 15 | -6
17 | O=C(NNC(=O)c1ccc(NC(=O)c2ccccc2)cc1)c1ccccc1 | -8 | 9 | -2 | 2 | 2 | 11 | 0 | 14 | 2
18 | O=S(=O)(Nc1nccs1)c1cnc(Cl)c(Br)c1 | -1 | -23 | 0 | 0 | 0 | -9 | 16 | 0 | -1
19 | COc1ccc(C(=O)Nc2cc([N+](=O)[O-])ccc2N2CCN(C)CC2)cc1 | 0 | 2 | 3 | 1 | 12 | 8 | 12 | 9 | -4
20 | O=C(NCCCN1CCCC1)c1ccc(CSCc2cccc(Cl)c2)o1 | -3 | 1 | -2 | -5 | -2 | -8 | 16 | 0 | 16
21 | COc1ccc(CNC(=O)CC2C[C@H](C(=O)N(C(C)C)C(C)C)[C@@]3(C)c4[nH]c5ccccc5c4CCN3C2=O)cc1OC (stereo not given in full) | 0 | -30 | 2 | 0 | -14 | 1 | 2 | 3 | -13
22 | CC(C)(C)C(=O)NNC(=O)c1cc2sccc2s1 | 4 | 0 | 0 | 1 | 0 | -4 | 8 | 22 | 1
23 | COc1ccc(N2CCN(C(=O)[C@@H](NC(=O)c3ccccc3Cl)C(C)C)CC2)cc1 | 0 | -20 | -5 | 0 | 0 | -3 | -1 | 3 | 5
24 | Cc1nn(Cc2ccccc2)c(N)c1C#N | 13 | -44 | -1 | -1 | -1 | -6 | 12 | 0 | 1
25 | COc1cc(NC(=S)NCc2cccnc2)cc(OC)c1 | 0 | 3 | -3 | 2 | -8 | -11 | 11 | -9 | -4
26 | Cc1cnc(C(=O)Nc2ccc(N3CCOCC3)cc2)cn1 | -2 | -26 | -2 | 3 | 0 | 15 | 24 | 11 | 4
27 | CC1CCCCC1NC1=NCCCS1 (stereo not given) | 4 | -1 | -3 | nt | -5 | nt | nt | nt | -4
28 | O=C(N/N=C/c1ccccn1)c1ccc(Cl)cc1 | -5 | 5 | 0 | -2 | -6 | -1 | 1 | 9 | -8
29 | Cc1nc(N2CCOCC2)nc2c1CCC2 | -9 | -8 | -1 | 1 | -13 | -8 | -89 | 0 | 8
30 | O=C(Nc1ccc(F)cc1)c1ccc(S(=O)(=O)N2CCCC2)cc1 | -4 | 0 | 1 | 2 | -7 | 1 | 22 | -7 | -3
31 | CCCn1c(SCC(=O)NC2CC2)nnc1-c1cccs1 | -7 | -3 | -2 | 0 | 3 | -4 | 3 | 11 | 0
32 | O=C(NCC1CCCO1)Nc1ccc(Cl)cc1 (stereo not given) | 11 | 9 | 2 | 2 | -7 | -3 | 13 | -7 | -1
33 | O=S(=O)(Nc1ccc(N2CCCCC2)cc1)c1ccc(F)cc1F | 7 | 0 | -4 | 3 | -5 | 3 | 39 | 15 | -7
34 | COc1ccc(NC(=O)C2CCC(CNc3c(N4CCC(C)CC4)c(=O)c3=O)CC2)cc1OC (stereo not given) | 1 | -1 | -2 | 2&3 | 2 | -1&-8 | 5&23 | -6&-2 | 1
35 | CCc1ccc(N2CC34C=CC(O3)C(C(=O)OC)C4C2=O)cc1 (stereo not given) | -5 | 7 | 1 | 2 | 2 | -3 | 19 | 12 | -3
36 | CSc1nc(Cl)c(Cc2ccc(OC(C)C)cc2)c(N(C)C)n1 | -8 | -33 | 0 | 1 | -3 | -2 | 14 | -7 | -4
37 | Cc1cc(C(=O)COC(=O)C23CC4CC(CC(O)(C4)C2)C3)c(C)n1C | -4 | -9 | -2 | 0 | -3 | -8 | 8 | 7 | -4
38 | Cc1nn(-c2ccccc2)c(N)c1C(O)(C(F)(F)F)C(F)(F)F | -3 | -19 | 1 | 1 | -7 | 0 | 13 | 1 | -5
39 | CCOC(=O)C1CCCN(S(=O)(=O)c2ccc3ccccc3c2)C1 (stereo not given) | -2 | -3 | -2 | 0 | 8 | -6 | 4 | -11 | -8
40 | C/C(N)=C(/C#N)C(=O)CSc1nnc(Nc2ccccc2C)s1 | -4 | -10 | -3 | 2 | -3 | 0 | 22 | 12 | 8
41 | COC(=O)CCC(=O)OC1(C)C(=O)C=C2C=C(C3CC3)N(Cc3ccccc3)C=C2C1=O (stereo not given) | 10 | 18 | -2 | -86 | 1 | 22 | -52 | 58 | -66
42 | O=C(NCc1csc(-c2cccs2)n1)Nc1ccc(C(F)(F)F)cc1 | -2 | 8 | -2 | 0 | 9 | -6 | -187 | 20 | 4
43 | O=C(CSc1nnc2n1CCCN2)c1ccccc1 | 6 | -10 | 2 | 3 | -1 | 0 | 13 | -1 | 3
44 | O=C(c1ccco1)N1CCN(C(=O)C(Sc2ccccc2)c2ccccc2)CC1 (stereo not given) | -1 | -27 | -4 | -2 | -16 | -6 | 8 | -1 | -2
45 | CCCNC(=O)COc1ccc(-c2nn(C)c(=O)c3ccccc23)cc1 | -2 | 4 | -3 | -1 | 4 | -5 | 0 | -4 | -1
46 | Cc1cc(NC(=O)COc2cccc([N+](=O)[O-])c2)no1 | -15 | -9 | -2 | 0 | -20 | 3 | 6 | -6 | -17
47 | CN(C)C(=O)CCc1ccc2c3c([nH]c2c1)[C@]1(C)[C@@H](C(=O)N2CCCCC2)C[C@H](CC(=O)NCc2cccc(C(F)(F)F)c2)C(=O)N1CC3 | 0 | nt | nt | -2 | nt | 5 | 6 | -10 | nt
48 | Cc1ccc(S(=O)(=O)NCCC(=O)Nc2nccs2)cc1 | 8 | -6 | 3 | 3 | -2 | -5 | 13 | 4 | -4
49 | O=C(NCC1CCCO1)/C(=C\c1ccco1)NC(=O)c1ccccc1 (stereo not given) | 5 | -6 | -2 | 7 | 4 | -2 | -13 | -7 | -10
50 | N#C/C(=C(/O)COC(=O)Cc1c[nH]c2ccccc12)c1nc2ccccc2[nH]1 | 5 | -17 | 1 | -71 | 0 | 5 | -49 | -22 | -8

The last two records of the part above lead into the next:
cpd | SMILES | SENP7 inh | SENP6 block | MIN6 prolif | SENP1 inh | SENP8 block-1 | HKDC1 inhibitor | SENP8 block-2 | PfGluPho inh | UBC13 inh
49 | O=C(NCC1CCCO1)/C(=C\c1ccco1)NC(=O)c1ccccc1 (stereo not given) | 5 | -6 | -2 | 7 | 4 | -2 | -13 | -7 | -10
50 | N#C/C(=C(/O)COC(=O)Cc1c[nH]c2ccccc12)c1nc2ccccc2[nH]1 | 5 | -17 | 1 | -71 | 0 | 5 | -49 | -22 | -8
51 | CC(=O)Oc1cc2c(cc1Cl)C1(CC(c3ccccc3Cl)O2)CC(C)(C)NC(=S)N1 (stereo not given) | 3 | 0 | -4 | 2 | 1 | 1 | 21 | 25 | -8
52 | Cc1cccc(NC(=O)CN2CCN(C(=O)CNC(=O)Cc3cccc4ccccc34)CC2)c1C | -1 | 20 | -3 | -2 | 3 | -1 | 1 | 4 | -3
53 | CCOc1cc(C(=S)N2CCN(C)CC2)ccc1OCC(=O)N1CCCC1 | -7 | 12 | -1 | -1 | -2 | -7 | 7 | -1 | -1
54 | CC1CCCN(C(=O)c2ccc3c(c2)OCO3)C1 (stereo not given) | -12 | -7 | 4 | 2 | -12 | -7 | 12 | -16 | -2
55 | Cc1cc(C(F)F)n2nc(C(=O)Nc3sc4c(c3C#N)CCC4)nc2n1 | -3 | -7 | 0 | 10 | -10 | -4 | 7 | -13 | -10
56 | CC1CCCC(C)N1c1nnc(N)s1 (stereo not given) | 1 | -16 | 5 | -3 | 7 | -4 | 13 | 38 | 0
57 | CCCCn1c(-c2cc(Cl)ccc2OC)n[nH]c1=S | -7 | -13 | 3 | 1 | -4 | -3 | 3 | 38 | -9
58 | CC1Cc2ccccc2N1C(=O)CSc1nnc(-c2ccc(S(=O)(=O)N3CCOCC3)cc2)n1C (stereo not given) | -6 | -10 | 0 | 2 | -3 | 14 | 1 | 2 | -2
59 | COC(=O)c1cc(C)sc1NC(=O)c1cccnc1 | -6 | -9 | 1 | -1 | -11 | 8 | -58 | -9 | -4
60 | CCSc1ccc(/C(N)=N/OC(=O)c2cccs2)cn1 | 27 | 19 | -4 | 0 | 7 | -4 | 7 | 16 | -1
